AGP1 TOR yeast – alters AGP1-GFP fluorescence in TOR pathway yeast screen. 320,000 compounds, 0.02% hits. GFP response vs DMSO, % at 10 µM. S. cerevisiae AGP1-GFP multiplex flow cytometry, 3 h; GFP as percent of DMSO wells;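 active = GFP response relative to DMSO above a set limit, near screen average plus 3 SD, cut at about 150% in these data; inconclusive = fewer than 70 cells counted for the yeast strain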;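 also: median GFP channel fluorescence of the gated AGP1 strain per well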
GLD-1 TGE inh – GLD-1-TGE RNA interaction inhibition (C. elegans); Q17339; purified GLD-1 + fluorescein TGE RNA, fluorescence polarization; inhibition, % at 5.96 µM; 320,000 compounds, 0.44% hits;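 active = percent inhibition above a per-plate cutoff, the plate mean of test compounds plus 3 SD, cut at about 30% in these data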;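 also: 0% = DMSO wells with GLD-1 and probe and 100% = wells lacking GLD-1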
MEX-5 binding – C. elegans MEX-5 TCR-2 RNA binding activity; 300,000 compounds, 0.38% hits; activity score (negative = inhibition of binding), % at 10 µM; MEX-5/FITC-TCR2 RNA binding, fluorescence polarization; hits give low values;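 active = inhibition past about -25% in most replicates, and total fluorescence under double the plate's negative control median, limit read from the data; inconclusive = replicates evenly split on the limit, or fluorescence at least double controls; inactive = too little inhibition in most replicates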;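 also: 0% = DMSO and -100% = 5 µM competing unlabeled TCR2 RNA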
Target sequence (Q9XUB2 whole entry, looked up): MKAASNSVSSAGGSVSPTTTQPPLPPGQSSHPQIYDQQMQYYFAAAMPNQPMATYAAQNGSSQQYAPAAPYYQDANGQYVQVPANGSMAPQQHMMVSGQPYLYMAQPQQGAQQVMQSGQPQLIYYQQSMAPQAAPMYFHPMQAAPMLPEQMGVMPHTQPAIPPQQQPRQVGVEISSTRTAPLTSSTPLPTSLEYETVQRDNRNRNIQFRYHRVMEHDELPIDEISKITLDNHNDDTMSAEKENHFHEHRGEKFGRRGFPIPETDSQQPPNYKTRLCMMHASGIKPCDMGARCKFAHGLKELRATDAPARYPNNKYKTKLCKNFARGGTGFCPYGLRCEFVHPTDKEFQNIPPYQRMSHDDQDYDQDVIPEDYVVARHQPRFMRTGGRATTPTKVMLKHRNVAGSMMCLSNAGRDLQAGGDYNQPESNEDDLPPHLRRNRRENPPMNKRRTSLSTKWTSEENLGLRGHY
GRK2 aptamer HTS – inhibitors of human GRK2 displacing RNA aptamer | P25098 | bead flow cytometry, FAM-aptamer displacement from GRK2 | inhibition of aptamer binding, % at 10 µM | 330,000 compounds, 0.59% hits;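 active = inhibition of aptamer binding above 40%, roughly 3 SD of noise, on plates passing a quality check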;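 also: median bead fluorescence of bound FAM aptamer so fluorescent compounds give negative values; no value below 0 was filed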
VLA-4 inh – inhibition in a human VLA-4 binding assay; P13612; inhibition, % (about 7 µM as worked out from the volumes in the protocol); AID 2557; 330,000 compounds, 0.2% hits; VLA-4 expressing cells, ligand binding flow cytometry; in the data active = inhibition above about 50%
Yeast superoxide – lowers age-related superoxide in aged yeast cells; 330,000 compounds, 0.18% hits; superoxide response (% of plate mean), % at 10 µM; S. cerevisiae aged cells, superoxide DHE fluorescence; hits give low values;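 active = superoxide response under a set limit, about three screen SD below normal, cut at about 65% in these data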;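 also: yeast aged for seven days with compound at 30 °C before DHE staining; 100% = average MFI of all compound-treated wells on the plate with controls excluded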
CIT2-GFP yeast – modulators of TOR pathway CIT2-GFP in S. cerevisiae; 320,000 compounds, 0.065% hits; AID 2029; GFP response vs DMSO, % at 10 µM; S. cerevisiae CIT2-GFP strain, flow cytometry, 3 h; 100 means same as DMSO wells;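 active = GFP response relative to DMSO above a set limit, near the screen mean plus 3 SD, cut at about 150% in these data; inconclusive = Fewer than 70 cells measured for a yeast strain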;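 also: ratio of well median GFP fluorescence to mean of DMSO wells on the plate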
MCL1-BIM inh – disrupts human MCL1 binding to BIM-BH3 peptide | GST-MCL1 / FITC-Bim-BH3 fluorescence polarization | inhibition, % at 10.9 µM | 320,000 compounds, 0.68% hits | Q07820 | AID 2057;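 active = inhibition above the mean inhibition of all tested compounds plus 3 SD, set per campaign, cut at about 40% in these data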;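 also: 0% = DMSO wells and 100% = unlabeled Bim-BH3 peptide control; higher means more loss of mP so more displacement of Bim peptide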
Target sequence (Q07820 whole entry, looked up): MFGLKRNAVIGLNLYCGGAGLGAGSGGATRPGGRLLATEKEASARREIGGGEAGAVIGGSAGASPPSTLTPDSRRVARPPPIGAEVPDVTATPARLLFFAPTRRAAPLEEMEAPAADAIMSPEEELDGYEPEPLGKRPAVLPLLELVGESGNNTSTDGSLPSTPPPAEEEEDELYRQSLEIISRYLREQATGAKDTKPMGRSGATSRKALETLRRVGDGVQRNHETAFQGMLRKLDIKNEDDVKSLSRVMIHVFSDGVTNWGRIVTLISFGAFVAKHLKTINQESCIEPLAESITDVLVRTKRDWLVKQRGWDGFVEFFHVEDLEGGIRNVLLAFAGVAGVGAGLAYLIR
BCLXL inh – inhibitors of human Bcl-xL. 320,000 compounds, 0.7% hits. AID 2129. GST-Bcl-xL / FITC-Bim BH3 peptide fluorescence polarization. inhibition, % at 10.9 µM. Q07817;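 active = inhibition above the mean of all tested compounds plus 3 SD, cutoff set per campaign, cut at about 30% in these data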;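 also: 0% = DMSO wells and 100% = unlabeled Bim-BH3 peptide competitor; inhibitors lower millipolarization by displacing the labeled peptide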
Target sequence (Q07817 whole entry, looked up): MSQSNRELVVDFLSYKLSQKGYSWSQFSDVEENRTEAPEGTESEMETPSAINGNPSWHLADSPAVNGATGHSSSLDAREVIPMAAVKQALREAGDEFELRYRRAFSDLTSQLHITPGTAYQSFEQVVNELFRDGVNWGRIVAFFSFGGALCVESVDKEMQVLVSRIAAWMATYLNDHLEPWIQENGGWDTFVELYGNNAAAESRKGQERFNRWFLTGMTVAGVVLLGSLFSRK
Numbers without * were called inactive; u = inconclusive; x = not tested or not shown; [ ] = dose if it differs, or a comment.

Each structure is followed by: AGP1 TOR yeast	GLD-1 TGE inh	MEX-5 binding	GRK2 aptamer HTS	VLA-4 inh	Yeast superoxide	CIT2-GFP yeast	MCL1-BIM inh	BCLXL inh
- CNC[C@@H]1Oc2c(NC(=O)Nc3ccccc3)cccc2C(=O)N([C@@H](C)CO)C[C@H]1C
 : x	6.2	x	3.0	2.1	88.8	x	x	x
- Cc1ccc(-n2ncc3c(SCc4cccc(C)c4)ncnc32)cc1
 : 93.1	2.7	1.4	0.0	25.7	100.5	92.7	4.3	0.8
- CC1CCN(C(=O)COC(=O)/C=C/c2ccc([N+](=O)[O-])cc2)CC1
 : 95.2	-4.2	x	4.0	0.0	74.1	96.6	x	x
- CCn1c(=O)c(=O)[nH]c2cc(C(=O)N3CCN(Cc4ccc5c(c4)OCO5)CC3)ccc21
 : 107.9	-1.6	-1.2	1.0	14.0	107.0	105.0	-0.6	7.6
- CC(=O)Nc1cc2cc(NS(=O)(=O)c3ccc(C)cc3)ccc2oc1=O
 : 101.0	3.7	0.3	0.0	8.5	102.8	95.9	-3.9	-2.2
- COc1ccc(C(C)=O)cc1COC(=O)c1c(C)noc1C
 : 98.4	-0.2	-2.0	0.0	23.4	95.1	101.7	-5.4	0.8
- Cc1cc(C)cc(CC2CC(=O)N(c3ccc([N+](=O)[O-])cc3)C2=O)c1 (stereo not given)
 : 95.8	8.1	-1.5	0.0	10.1	102.6	94.6	1.6	-2.4
- O=C(NCC1CCCCC1)C12CN(Cc3ccccc3)CC1C(c1cccc([N+](=O)[O-])c1)=NO2 (stereo not given)
 : 81.4	5.2	-0.6	2.0	38.8	107.1	86.6	0.9	-2.4
- Oc1cccc(C(O)CNCc2ccc(-c3ccccc3)cc2)c1 (stereo not given)
 : 102.3	11.1	-0.6	0.0	-9.5	93.5	102.2	4.9	-1.9
- CC(=N\Nc1ccccc1)/C(=N/O)C(=O)Nc1ccccc1
 : 100.0	3.6	3.1	4.0	17.5	91.7	123.5	1.1	0.7
- COc1cccc(NC(=S)N(Cc2ccc(C)cc2)Cc2ccccn2)c1
 : 101.2	5.0	0.1	0.0	-1.8	96.9	91.1	1.2	3.3
- CC1(C)CC(=O)c2cc(OCC(=O)N3CCCCCC3)ccc2O1
 : 101.0	-1.3	-2.3	5.0	-6.9	91.6	104.8	5.9	2.4
- Cc1cc(C)n2nc(C(=O)N3CCN(Cc4ccc5c(c4)OCO5)CC3)nc2n1
 : 100.3	7.9	1.0	1.0	1.2	101.6	95.2	9.9	0.9
- COc1ccc(-c2cc(C)no2)cc1S(=O)(=O)NCCc1ccco1
 : 91.0	-3.7	-0.1	10.0	10.4	103.5	93.8	1.6	2.0
- c1ccc2c(-c3ccncc3)c[nH]c2c1
 : 86.8	0.0	2.1	1.0	-2.7	119.7	89.5	-8.9	-3.3
- Cc1ccc(-c2cnco2)cc1
 : 109.5	2.2	0.0	1.0	12.6	107.0	96.1	4.4	4.3
- CCc1ccccc1NC(=O)NC1CCCCCCC1
 : 98.2	x	x	0.0	2.6	101.0	96.2	x	x
- CCOC(=O)c1c(NC(=O)CCS(=O)(=O)c2ccccc2)sc2c1CCN(C(C)C)C2
 : 103.6	5.6	-5.8	0.0	3.1	99.7	98.3	-1.7	-14.8
- Cc1ccc(CNC(=O)C2CCCN2C(=O)Nc2ccc(F)cc2)cc1 (stereo not given)
 : 94.8	3.3	2.3	1.0	0.9	98.5	95.8	-0.2	0.1
- COc1cccc(CNc2nc(SC)ncc2CO)c1
 : 103.7	7.1	1.9	3.0	-18.6	115.8	106.9	6.4	6.7
- COc1cccc(-n2c(SCc3c(C)noc3C)nnc2-c2cccc(S(=O)(=O)N(C)C)c2)c1
 : 97.5	-3.5	2.6	3.0	-1.6	97.1	97.0	-7.9	1.8
- Cc1ccc(C(=O)OCC(=O)N2CC(C)CC(C)C2)cc1S(=O)(=O)N1CCOCC1 (stereo not given)
 : 94.7	5.5	-0.9	3.0	0.8	106.0	94.3	-11.6	1.4
- Cc1[nH]n(-c2ccccc2)c(=O)c1/C=N/N(C)c1ccccc1
 : 82.5	-6.1	-5.8	1.0	6.2	94.7	89.0	-1.1	2.1
- C#CCOc1ccc(Cl)cc1/C=N/O
 : 95.8	-7.7	-2.5	0.0	-2.3	97.8	94.7	9.8	2.6
- O=C(NCCN1C(=O)C2C3C=CC(C3)C2C1=O)Nc1cccnc1 (stereo not given)
 : 104.7	8.5	-2.1	1.0	-25.5	101.6	106.7	10.6	8.9
- CC(C)/C=N/NC(=O)c1ccc(Cl)cc1
 : 96.1	4.2	1.4	4.0	-1.7	105.8	95.4	-0.8	2.0
- O=C1CN(C(=O)CSc2nc3ccccc3c(=O)n2CC2CCCO2)c2ccccc2N1 (stereo not given)
 : 94.9	5.1	0.8	0.0	5.1	87.1	91.2	1.2	4.0
- CCOC(=O)[C@@H]1[C@H]2COc3ccc(Br)cc3[C@@H]2N2C(=O)N(c3ccc(F)cc3)C(=O)[C@@]12C
 : 95.7	6.0	x	0.0	30.6	117.7	90.0	x	x
- Oc1ccccc1/C=N/[n+]1ccccc1
 : 104.0	-1.5	0.1	0.0	2.2	95.0	89.9	-24.8	-18.3
- COc1ccc(-n2c(Cc3cccn3C)nnc2SCC(=O)Nc2cccc(Cl)c2)cc1
 : 105.9	2.2	8.4	1.0	-16.9	107.2	102.5	-6.2	-2.9
- CCCCOc1ccc(NC(=O)CN2CCN(Cc3ccccc3)CC2)cc1
 : 97.8	-1.5	-3.0	0.0	3.5	109.0	104.9	1.6	-1.2
- Cc1ccc(Cn2nnc3c(=O)[nH]c(C4CCN(S(=O)(=O)c5ccccc5F)CC4)nc32)cc1
 : 99.9	-2.8	0.9	19.0	-7.8	116.2	98.8	7.5	7.5
- Cc1ccc(NC(=O)c2ccccc2NC(=O)Cc2ccccc2)cc1
 : 95.3	2.0	0.2	1.0	5.7	98.7	95.5	-2.9	3.3
- CCN1CC(C)C(O)(c2ccccc2)CC1C (stereo not given)
 : 99.7	9.0	2.0	7.0	-3.9	87.8	104.1	6.2	4.3
- CN1CCN(S(=O)(=O)c2cccc(C(=O)Nc3cc(C(N)=O)cc(C(N)=O)c3)c2)CC1
 : 94.0	0.7	0.4	19.0	-3.9	102.2	91.8	11.2	8.2
- O=S(=O)(c1cnc(Cl)c(Br)c1)N1CCCCCC1
 : 104.0	-2.3	-0.7	2.0	13.9	107.5	93.0	-8.4	-2.0
- COc1ccc(/C=C2\SC(=O)N(CCNC(=O)Cn3[nH]c(=O)c4ccccc4c3=O)C2=O)cc1
 : 103.2	-0.1	x	0.0	7.2	104.2	93.5	x	x
- Cc1ccc(-n2c(-c3ccco3)nc3nc4ccccc4nc32)cc1
 : 95.3	4.5	-3.9	1.0	-10.7	111.6	100.2	10.3	7.9
- COc1cc(C2Nc3ccccc3NC3=C2C(=O)CC(C)(C)C3)cc(OC)c1OC(C)=O (stereo not given)
 : 100.9	-0.2	0.6	0.0	4.9	108.1	110.0	4.8	5.6
- CNc1nc(-c2cccs2)cc(C(F)(F)F)c1C#N
 : 16.6[may fluoresce violet]	5.4	-0.4	3.0	10.4	103.6	u	-3.4	-8.1
- Cc1ccc2c(c1)N(CC(=O)N1CCCC1)C(=O)C(C)O2 (stereo not given)
 : 100.5	-0.1	1.7	1.0	7.6	103.3	99.1	3.8	3.1
- c1ccc2c(c1)OC(CCCN1CCCCC1)c1ccccc1S2 (stereo not given)
 : 97.7	3.2	1.1	0.0	11.6	95.1	86.3	1.0	0.7
- CC(C)C(=O)N=c1sc2cccc(F)c2n1C
 : 85.5	-0.8	0.2	5.0	1.8	92.0	95.9	1.5	-2.6
- CCCC(CCC)C(=O)NC1CCN(Cc2ccccc2)CC1
 : 101.0	7.9	-0.1	0.0	3.3	96.4	104.8	2.1	5.9
- CCN(CC)c1ccc(C(=O)OCC(=O)Nc2ncccn2)cc1
 : 99.4	4.0	x	0.0	5.4	108.3	112.5	x	x
- CCNC(=O)c1ccc2c(c1)C1C3CCC(C3)C1C(c1ccccc1)N2 (stereo not given)
 : 114.8	0.2	0.1	0.0	6.8	109.2	82.2	1.1	-2.0
- CSCCC(NC(=O)C1CC1)c1nc2ccccc2[nH]1 (stereo not given)
 : 98.5	-0.3	-1.2	2.0	43.2	114.2	97.5	-16.0	-3.4
- CC(C)=CCC/C(C)=C/CC/C(C)=C/COc1ccc2ccc(=O)oc2c1
 : 112.9	8.4	x	1.0	2.0	105.4	107.7	x	x
- Cc1ccc(C)c(SCC(=O)Nc2cccnc2Cl)c1
 : 94.0	-4.4	0.0	0.0	9.2	109.9	91.8	0.2	4.5
- CCN1CCC[C@H]1CNC(=O)c1cc(S(N)(=O)=O)ccc1OC
 : 93.6	3.0	2.9	2.0	47.2	110.5	94.8	5.4	4.6
- Cc1cc(C)nc(-n2cc(C(=O)c3cc(F)ccc3O)cn2)n1
 : 97.4	1.4	-6.8	6.0	-9.3	106.0	104.3	5.7	4.0
- COc1ccc(OC)c(N(CC(=O)NCCSCc2ccco2)S(=O)(=O)c2ccc(OC)c(OC)c2)c1
 : 96.3	-9.7	0.4	0.0	4.8	92.3	92.7	0.3	-1.4
- CC(=O)CC1(C)OC(N)=C(C#N)C1(C#N)C#N (stereo not given)
 : 102.6	56.8*	-1.0	0.0	6.2	105.5	103.7	35.2	45.4*
- Cc1ccc(C)c(Nc2c([N+](=O)[O-])ccc3nonc23)c1
 : 97.1	-0.3	1.4	0.0	0.1	104.1	96.1	-4.1	3.1
- COC(=O)CSc1nnc(-c2cccc(NC(=O)c3ccc(C)cc3)c2)n1C
 : 99.8	-3.7	-0.1	1.0	6.5	93.2	94.1	-9.4	-0.9
- Cc1nn(Cc2ccccc2Cl)c2sc(C(=O)OC3CCCC3=O)cc12 (stereo not given)
 : 105.2	5.6	0.0	0.0	7.7	101.9	x	6.1	2.5
- CCOc1ccc(-n2c(N)c(C(=O)NCc3ccco3)c3nc4ccccc4nc32)cc1
 : 74.1	-1.1	1.6	0.0	14.6	95.5	84.2	-1.6	6.4
- CCOc1cc(/C=C/c2ccc3cccc([N+](=O)[O-])c3n2)ccc1OCC(=O)N(C)C
 : 108.0	4.6	-3.9	4.0	-12.3	101.4	118.1	5.3	6.7
- CCOc1ccc(NC(=O)COC(=O)CCC(=O)c2cccs2)cc1
 : 91.5	1.8	x	0.0	-10.0	95.2	97.4	2.4	1.0
- CN1C(C(=O)c2ccccc2)=C(N)c2ccccc2S1(=O)=O
 : 101.1	-1.1	1.9	0.0	32.0	80.4	92.4	0.8	2.2
- CC1(C)CC(=NOC(=O)c2ccccc2)CC(C)(C)N1
 : 99.1	5.7	0.4	2.0	14.5	99.7	104.2	5.0	2.5
- Cc1cccc(C)c1NC(=O)CN1CCN(C(=O)c2ccc(OCc3cn4ccccc4n3)cc2)CC1
 : 109.7	2.8	x	2.0	-4.9	100.3	105.0	x	x
- COC(=O)CN1C(=O)C(O)(CC(=O)c2ccc(C)cc2)c2ccccc21 (stereo not given)
 : 103.2	1.7	-2.2	0.0	0.2	81.6	106.3	-2.1	-0.9

High-throughput results deposited in PubChem by several laboratories.
